# Screening data from PubChem BioAssay.
# MIN6 prolif: MIN6 beta-cell proliferation induction | MIN6 cells proliferation, ATPlite luminescence, 48 h; cells starved in 0.2% serum; 100% = growth in 10% serum | proliferation, % at 10 µM | 330,000 compounds, 0.29% hits;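 active = compounds whose signal lies at least 3.5 SD above the mean of all wells on their plate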;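 also: 0% = DMSO-treated cells in low-serum medium and 100% = 10% serum control; some compounds called inactive have numbers as strong as hits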
# mIAP act: increases mouse intestinal alkaline phosphatase activity; activation factor at 10 µM; muIAP, CDP-Star luminescence, 30 min; active compounds read high; 1 = vehicle-only enzyme signal, 0 = enzyme-free wells; 330,000 compounds, 0.24% hits;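 active = activation factor of at least 2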; also: the source names both 10 and 20 µM as test concentration; values of inactives mirror those of a sister screen read the other way
#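 System: Mouse IAP enzyme | Also added: CDP-Star substrate | Dosing: Compounds dispensed in DMSO | Schedule: 30 min enzyme-substrate-compound incubation at room temperature | Technique: Chemiluminescence readout | Control set: DMSO-only wells and no-enzyme negative control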
# mIAP inh: blocks mouse intestinal alkaline phosphatase | 330,000 compounds, 0.2% hits | inhibition, % at 10 µM | purified mouse IAP, CDP-Star luminescence, 30 min;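 active = inhibition of at least 40% at 10 µM in the primary screen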;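 also: plate controls were DMSO with enzyme for no effect and no enzyme wells for full effect; values of inactives mirror those of a sister screen read the other way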
# A3G deaminase: blocks human APOBEC3G single-stranded DNA deamination; 330,000 compounds, 0.28% hits; AID 493012; recombinant A3G, ssDNA deamination FAM/TAMRA fluorescence; inhibition, % at 20 µM; Q9HC16;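 active = inhibition of at least 40% at 20 µM, with no more than 30% in the related APOBEC3A deaminase screen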;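 also: plate controls were DMSO wells with A3G for no effect and wells lacking A3G enzyme for full effect; some compounds called inactive have numbers as strong as hits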
# A3A deaminase: inhibitors of human APOBEC3A DNA deaminase; P31941; inhibition, % at 20 µM; recombinant A3A, FAM/TAMRA ssDNA deamination fluorescence; 330,000 compounds, 0.41% hits; AID 493011;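 active = at least 40% inhibition at 20 µM here, with at most 30% in a related deaminase screen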;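 also: plate controls were A3A with DMSO for no effect and wells lacking A3A enzyme for full effect; some results filed as inactive read as strong as hits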
# Target sequence (P31941 whole entry, looked up): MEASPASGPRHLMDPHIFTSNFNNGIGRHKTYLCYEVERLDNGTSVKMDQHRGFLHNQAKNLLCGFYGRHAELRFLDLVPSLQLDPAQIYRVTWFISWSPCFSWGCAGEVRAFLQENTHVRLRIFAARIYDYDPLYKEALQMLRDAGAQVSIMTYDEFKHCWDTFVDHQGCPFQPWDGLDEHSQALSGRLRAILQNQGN
# hIAP act: increases human intestinal alkaline phosphatase activity; P09923; purified human IAP, CDP-Star luminescence, 30 min; active compounds read high; 1 = vehicle-only enzyme, 0 = enzyme-free background; activation factor at 10 µM; 330,000 compounds, 0.16% hits; AID 2524;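 active = activation factor of the enzyme at least 2-fold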; also: the source names both 10 and 20 µM as test concentration; values of inactives mirror those of a sister screen read the other way
# Target sequence (P09923 whole entry, looked up): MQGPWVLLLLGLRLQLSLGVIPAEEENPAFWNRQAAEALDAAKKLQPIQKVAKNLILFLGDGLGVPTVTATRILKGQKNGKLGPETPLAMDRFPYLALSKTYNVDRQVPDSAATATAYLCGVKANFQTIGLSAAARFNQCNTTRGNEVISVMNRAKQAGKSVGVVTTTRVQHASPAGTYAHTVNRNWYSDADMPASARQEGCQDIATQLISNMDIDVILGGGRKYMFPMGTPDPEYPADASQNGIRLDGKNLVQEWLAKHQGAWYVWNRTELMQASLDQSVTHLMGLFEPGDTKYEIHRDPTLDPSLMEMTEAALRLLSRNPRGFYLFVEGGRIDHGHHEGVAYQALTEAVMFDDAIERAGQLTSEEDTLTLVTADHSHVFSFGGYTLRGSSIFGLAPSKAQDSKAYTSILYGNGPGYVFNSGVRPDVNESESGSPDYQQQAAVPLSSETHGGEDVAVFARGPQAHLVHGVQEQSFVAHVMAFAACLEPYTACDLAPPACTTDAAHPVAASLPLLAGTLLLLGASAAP
# hIAP block: blocks human intestinal alkaline phosphatase; P09923; purified IAP, CDP-Star luminescence, 30 min; inhibition, % at 10 µM; 330,000 compounds, 0.12% hits; AID 2544;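 active = inhibition reaching a set limit with compound at 10 µM in the primary screen, cut at about 35% in these data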;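 also: plate controls were DMSO wells with enzyme for no effect and no-enzyme buffer wells for full effect; values of inactives mirror those of a sister screen read the other way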
# SENP1 FRET inh: blocks the human SENP1 SUMO protease catalytic domain | recombinant SENP1 catalytic domain, CyPet-SUMO1-YPet FRET cleavage | inhibition, % at 10 µM | 360,000 compounds, 0.21% hits;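 active = inhibition at least 30% at 10 µM, raw YFP signal under a set limit, fluorescence ratio 0.5 to 1.5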;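 also: 0% = enzyme with DMSO and 100% = no enzyme wells; some results filed as inactive read as strong as hits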
# Target sequence (Q9P0U3 419-644 limits assumed): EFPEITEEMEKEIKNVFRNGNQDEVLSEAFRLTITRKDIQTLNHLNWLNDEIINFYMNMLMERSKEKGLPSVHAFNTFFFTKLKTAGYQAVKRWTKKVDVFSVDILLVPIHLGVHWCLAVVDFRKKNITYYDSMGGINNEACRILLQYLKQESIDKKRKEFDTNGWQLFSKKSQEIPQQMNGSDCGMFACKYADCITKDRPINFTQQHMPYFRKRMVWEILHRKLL
#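 material = recombinant human SENP1 catalytic domain, His6-tagged | quantity = 20 pM enzyme | reagent = 25 nM SUMO1 FRET substrate | compound dosing = 10 µM single point, 0.5% DMSO | timing = 50 min enzyme reaction, room temperature, light-protected | detection = FRET, CFP and YFP emission | control set = no-enzyme low, enzyme-DMSO high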
# NLRP3 yeast inh: inhibitors of NALP3 inflammasome in yeast. Yeast reconstituted NLRP3/ASC/caspase-1, beta-gal luminescence, 24 h. inhibition, % at 10 µM. 330,000 compounds, 0.39% hits. AID 2825;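 active = inhibition of 50% or more; inactive = inhibition below 50%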;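 also: plate controls were induced DMSO wells for no effect and uninduced yeast grown without galactose for full effect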
# Numbers without * were called inactive; x = not tested or not shown. These rows are one share of the data. The share of hits here may be higher or lower than overall.
nr	compound	MIN6 prolif	mIAP act	mIAP inh	A3G deaminase	A3A deaminase
1	c1ccc(-c2noc(CN3CCc4sccc4C3)n2)cc1	-2	1	-3	-1	4
2	COc1ccc(C(CNC(=O)c2ccc(S(=O)(=O)N(C)C)cc2)N2CCCCC2)cc1 (stereo not given)	-4	1	-2	-9	0
3	C[C@H](CO)N1C[C@H](C)[C@@H](CN(C)Cc2ccncc2)Oc2c(NS(=O)(=O)c3ccc(F)cc3)cccc2C1=O	-2	0.91	9	-5	-3
4	CC/C(=N/Nc1cccc(C)c1)c1cnnc(SC)n1	-1	0.86	14	46*	3
5	Cc1cnn(C(=O)Cn2nc(C(F)F)c(Br)c2C)c1	-2	0.93	7	-7	-2
6	Cc1ccc(-n2nc3ccc(N)cc3n2)cc1Cl	-6	1.1	-8	-4	3
7	Cc1nnc(NC(=O)CSc2nc(C3CCCCC3)nc3ccccc23)s1	-1	0.89	11	7	5
8	Cc1cc(C)c2c(=O)[nH]c(SCC(=O)c3ccc(C)c(C)c3)nc2n1	-2	1	0	-6	-1

nr	hIAP act	hIAP block	SENP1 FRET inh	NLRP3 yeast inh
1	1.2	-17	-2	17
2	1	-2	2	6
3	0.98	2	0	4
4	0.7	30	-34	22
5	0.93	7	1	8
6	1.2	-18	-24	3
7	1	-2	2	4
8	1.1	-8	-11	3

# Next entries:
nr	compound	MIN6 prolif	mIAP act	mIAP inh	A3G deaminase	A3A deaminase
9	Cc1nn(-c2ccccc2)c(Cl)c1/C=C1\SC(=S)N(CCCCCC(=O)O)C1=O	-5	0.94	6	3	4
10	O=C(COC(=O)c1ccccn1)Nc1cccc(Cl)c1	-3	1.1	-12	-4	2
11	CCS(=O)(=O)c1ccc2c(c1)NC(=O)C(CCO)O2 (stereo not given)	0	1	-3	3	7
12	CCOC(=O)C1CCN(C/C=C/c2ccccc2[N+](=O)[O-])CC1	-1	1	0	-4	-2
13	Cc1cc(-n2c(C)cc(C(=O)CSc3nnnn3-c3ccc(Cl)cc3)c2C)no1	-3	0.99	1	1	1
14	CCCS(=O)(=O)c1nc(S(=O)(=O)c2ccc(C)cc2)c(NCCCN(C)C)s1	4	1	0	-4	-1
15	Cc1ccc(NC(=O)C2CC(=O)n3ncnc3N2)cc1 (stereo not given)	3	0.99	1	-6	-1
16	COc1ccccc1OC(C)C(=O)NNC(=S)NC1CCCC1 (stereo not given)	5	0.91	9	-6	-2

nr	hIAP act	hIAP block	SENP1 FRET inh	NLRP3 yeast inh
9	0.93	7	0	3
10	1.2	-16	6	2
11	0.98	2	3	3
12	1.2	-21	-1	9
13	0.92	8	-3	9
14	0.87	13	-2	5
15	0.98	2	0	4
16	1.7	-74	3	5

# Continuation:
nr	compound	MIN6 prolif	mIAP act	mIAP inh	A3G deaminase	A3A deaminase
17	O=C(CSc1ccccn1)N/N=C/c1cccc([N+](=O)[O-])c1	0	1	-2	0	0
18	COc1ccc(NC(=O)COC(=O)c2cc(SC)ccc2Cl)c(OC)c1	-1	1	-4	-4	2
19	Cc1ccc2[nH]c3c(c2c1)CN(C(=O)CN1c2ccc(F)cc2CCC1C)CC3 (stereo not given)	-5	1.1	-9	-2	7
20	Cc1cc(C)n2nc(/C(C#N)=C/c3ccccn3)c(C#N)c2n1	-5	0.88	12	-5	-1
21	CCCCSCCCNC(=O)Nc1ccc(CC)cc1	-3	2.5*	-146	-6	-3
22	CN(c1ccc(C(=O)N2CCN(Cc3ccccc3)CC2)cc1)S(=O)(=O)c1ccccc1	-1	0.97	3	-3	0
23	CCOC(=O)c1ccoc1CSCc1ccc(C(=O)OC)o1	-1	0.88	12	-4	-2
24	COc1ccc(C(O)P(=O)(OCC(C)C)OCC(C)C)c(OC)c1 (stereo not given)	1	0.88	12	-2	-2

nr	hIAP act	hIAP block	SENP1 FRET inh	NLRP3 yeast inh
17	0.91	9	2	17
18	0.91	9	1	6
19	1.1	-14	-31	24
20	0.95	5	-1	32
21	1.1	-7	0	22
22	0.94	6	3	15
23	0.97	3	-2	23
24	0.93	7	2	-10

# Just A3G deaminase, A3A deaminase and MIN6 prolif, for 5 of the compounds above:
no.	mol	A3G deaminase	A3A deaminase	MIN6 prolif
18	COc1ccc(NC(=O)COC(=O)c2cc(SC)ccc2Cl)c(OC)c1	-4	2	-1
19	Cc1ccc2[nH]c3c(c2c1)CN(C(=O)CN1c2ccc(F)cc2CCC1C)CC3 (stereo not given)	-2	7	-5
20	Cc1cc(C)n2nc(/C(C#N)=C/c3ccccn3)c(C#N)c2n1	-5	-1	-5
21	CCCCSCCCNC(=O)Nc1ccc(CC)cc1	-6	-3	-3
22	CN(c1ccc(C(=O)N2CCN(Cc3ccccc3)CC2)cc1)S(=O)(=O)c1ccccc1	-3	0	-1

# Remaining list, next part
nr	compound	MIN6 prolif	mIAP act	mIAP inh	A3G deaminase	A3A deaminase
25	O=c1[nH]c(NCc2ccccc2)nc2c1CCCC2	0	1.1	-9	-3	-1
26	CS(=O)(=O)N1CCN(c2ccc(NC(=S)NC(=O)c3cccs3)cc2)CC1	-2	0.97	3	-7	-4
27	COc1ccc(CN(C)C(=O)/C=C/c2ccc(S(=O)(=O)N3CCCCCC3)cc2)cc1	-2	1	-3	-6	-1
28	CCc1cccc(NC(=S)Nc2ccc(CN3CCOCC3)cc2)c1	-5	1.2	-19	-3	2
29	Cc1n[nH]c(C)c1CCCCOc1ccccc1F	-1	0.97	3	-12	-3
30	CCOc1ccc(NC(=O)CN2CCCC2c2cccs2)cc1S(=O)(=O)N1CCCCC1 (stereo not given)	-4	1.1	-11	-8	-2
31	CCN(c1cccc(C)c1)S(=O)(=O)c1ccc2c3c(cccc13)C(=O)N2	-1	0.95	5	4	1
32	O=[N+]([O-])c1ccccc1CN1CCN(S(=O)(=O)Cc2ccccc2)CC1	4	1	0	-7	-5

nr	hIAP act	hIAP block	SENP1 FRET inh	NLRP3 yeast inh
25	0.98	2	0	-11
26	1.1	-5	2	10
27	1	0	2	9
28	1	-1	2	9
29	1.1	-9	2	1
30	0.94	6	1	34
31	1	-1	-26	7
32	1.2	-15	2	5

# Following part.
nr	compound	MIN6 prolif	mIAP act	mIAP inh	A3G deaminase	A3A deaminase
33	O=C(Nc1ccc([N+](=O)[O-])cc1)Nc1ccc2c(c1)OCCO2	-4	0.91	9	-5	-3
34	NS(=O)(=O)c1cc2c(cc1Cl)NC=NS2(=O)=O	-2	0.83	17	-7	0
35	COc1cc(Cl)c(S(=O)(=O)N2CCCC2)cc1Cl	6	0.96	4	-13	-4
36	O=C(CN(c1ccc2c(c1)OCCO2)S(=O)(=O)c1ccccc1)N1CCN(Cc2ccccc2)CC1	4	1.1	-6	-7	-1
37	O=C(Nc1ccc2c(c1)OCO2)c1c(F)c(F)c(F)c(F)c1F	-3	1.1	-7	-1	6
38	COc1ccc2oc(C)c(C(=O)c3ccccc3)c2c1	2	0.94	6	-1	1
39	COC(=O)C1CCN(C(=O)c2c(-c3ccccc3Cl)noc2C)CC1	-4	1	-1	-5	-3
40	COC(=O)c1ccccc1NC(=O)CN1CCOCC1	-3	1.1	-12	2	4

nr	hIAP act	hIAP block	SENP1 FRET inh	NLRP3 yeast inh
33	0.88	12	0	12
34	0.97	3	2	13
35	1.1	-5	2	66*
36	0.99	1	1	27
37	1	-2	0	-3
38	0.89	11	-2	15
39	1	-5	2	19
40	1.3	-30	3	10

# Continuation.
nr	compound	MIN6 prolif	mIAP act	mIAP inh	A3G deaminase	A3A deaminase
41	COc1cc(/C=N/N=C2/NC(=O)C(CC(=O)O)S2)ccc1OCc1ccc(Cl)cc1 (stereo not given)	-2	0.79	21	-1	0
42	Cc1ccccc1N1C(=O)CC(Sc2nnc(-c3ccccc3)o2)C1=O (stereo not given)	-6	0.87	13	0	-14
43	CC[C@]1(C(=O)OC)[C@H]2C(=O)N(Cc3ccccc3)C(=O)[C@H]2[C@H]2CN=C(SC)N21	x	1.1	-8	-1	-1
44	COc1ccc(C(C(=O)NC2CCCC2)N(CC2CCCO2)C(=O)Cn2nnc(-c3ccc(C)o3)n2)cc1 (stereo not given)	-5	1.1	-10	-3	0
45	O=C1CN(C(=O)COC(=O)/C=C/c2ccco2)c2ccccc2N1	-1	0.82	18	-4	11
46	COc1ccc(N(C(=O)c2ccco2)C(C(=O)NC2CCCC2)c2cccnc2)c(OC)c1 (stereo not given)	0	0.97	3	-3	-1
47	COc1cc(C2NCCc3c2[nH]c2ccccc32)ccc1OC(C)C (stereo not given)	-2	1	-4	-9	-2
48	O=C(O)CSCC(=O)c1ccccc1	-3	0.89	11	-2	-3

nr	hIAP act	hIAP block	SENP1 FRET inh	NLRP3 yeast inh
41	1.1	-10	3	13
42	0.89	11	1	31
43	x	x	1	x
44	1.1	-12	-1	11
45	1.2	-19	-1	3
46	0.89	11	1	31
47	1.1	-15	x	16
48	0.9	10	1	19

# (more compounds)
nr	compound	MIN6 prolif	mIAP act	mIAP inh	A3G deaminase	A3A deaminase
49	Cc1ccccc1C(=O)NNC(=O)CSc1nc(-c2ccccc2)cc(=O)[nH]1	-4	0.76	24	-7	-4
50	OC(COc1ccc2ccccc2c1)CN1CCN(c2ccc(F)cc2)CC1 (stereo not given)	-2	1	-4	-3	-2
51	Cc1cc(/C=C(\C#N)C(=O)O)c(C)n1C1CC1	0	0.93	7	-2	-1
52	CCSc1nnc(NC(=O)CSc2nc3c(c(=O)n2-c2ccccc2OC)SCC3)s1	-3	0.98	2	-4	-2
53	OC(CNCc1ccc2c(c1)OCO2)COc1ccc(F)cc1 (stereo not given)	1	1	-5	-5	-2
54	CCOc1ccc(C(=O)CCC(=O)Nc2ccc(C)c(S(=O)(=O)N3CCCCC3)c2)cc1	-3	1.1	-9	-7	-2
55	COc1cccc(/C=N/n2c(=O)[nH]c3ccccc32)c1OC	0	0.87	13	-4	0
56	COc1ccc(NC(=O)CSCc2ccc([N+](=O)[O-])cc2)cc1OC	-3	1	-5	3	-2

nr	hIAP act	hIAP block	SENP1 FRET inh	NLRP3 yeast inh
49	1.4	-38	0	8
50	0.96	4	4	43
51	1	-1	-1	-1
52	0.86	14	-4	-2
53	1.1	-14	0	17
54	1	-5	0	10
55	1.2	-16	0	40
56	1.1	-10	1	4

# Additional compounds follow:
nr	compound	MIN6 prolif	mIAP act	mIAP inh	A3G deaminase	A3A deaminase
57	O=C(NC(=S)Nc1ccc(O)cc1)c1ccccc1Cl	-3	0.95	5	-7	0
58	Cc1cc(C)nc(SCC(=O)NNC(=O)c2ccccc2C)n1	-1	1.1	-14	0	3
59	CCC(C)[C@H](NC(=O)[C@@H]1CSC2c3ccccc3C(=O)N21)C(=O)N1CCCCC1 (stereo not given in full)	-2	0.97	3	-7	-4
60	CC(C)Oc1ccc(S(=O)(=O)N2CCOCC2)cc1NC(=O)CC1CCCC1	9	1.1	-9	-2	-1
61	O=C(Nc1ccccc1)c1ccccc1OCc1ccc(F)cc1	-2	0.95	5	-1	-4

nr	hIAP act	hIAP block	SENP1 FRET inh	NLRP3 yeast inh
57	0.93	7	2	24
58	1.2	-17	2	7
59	1.3	-31	-2	7
60	0.89	11	-1	11
61	1	-4	3	18
